XBP1 UPR activ = activators of adaptive XBP1 UPR arm, primary screen, cell-based, CHO-XBP1 luciferase reporter, luminescence, uHTS. AID 463104, 2010. IRE1-XBP1 UPR activation; percent of tunicamycin response, DMSO as zero. 0.33% of 330,000 active. activation, % at 20 µM;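 active means versus positive control, 20 µM dose yields 30% or more activation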;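 further: 100% = tunicamycin at 10 µg/mL and 0% = DMSO only wells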
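assay system = CHO-XBP1 luciferase reporter cells | amount = 1000 cells/well | buffer or medium = F12 plus 10% FBS | compound dosing = single point, 20 µM final compound, 1% DMSO | incubation = 16-18 h cell attachment at 37 °C, then 6 h compound exposure | detection = Steady-Glo luminescence read | controls = tunicamycin 10 µg/mL and vehicle-only wells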
UPR CHOP act = activators of apoptotic CHOP UPR arm, primary screen, cell-based, CHO-CHOP luciferase reporter, luminescence, uHTS | AID 449763, 2010 | activation, % at 10 µM | UPR activation; percent of tunicamycin response over DMSO baseline | 0.34% of 330,000 active;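 active means at 10 µM dose, activation of 40% or more, normalized to positive control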;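 further: 100% = tunicamycin at 10 µg/mL and 0% = DMSO alone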
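Evaluation: % reporter activation, DMSO baseline versus tunicamycin full activation; System: CHO-CHOP luciferase reporter cell line; Input: 500 cells/well; Incubation: 6 h compound treatment, 37 °C; Measured by: Steady-Glo luciferase luminescence; Dosing: one dose, 10 µM in 0.5% DMSO; Buffer or medium: F12 medium, 10% FBS; Benchmarks: positive tunicamycin 10 µg/mL, negative DMSO alone.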
Mdm2 MdmX PPI = inhibitors of human Mdm2-MdmX association, primary screen, cell-based, luminescence, split luciferase, SaOS-2, uHTS. 3% of 330,000 active. inhibition, % at 8 µM. AID 485346, 2010. SaOS-2 split-luciferase Mdm2/MdmX complementation. Protein Mdm4 (Homo sapiens) + E3 ubiquitin-protein ligase Mdm2 (Homo sapiens), …;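 active means inhibition of at least 50% at 8 µM in the primary screen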
Target sequence (O15151 whole entry, looked up): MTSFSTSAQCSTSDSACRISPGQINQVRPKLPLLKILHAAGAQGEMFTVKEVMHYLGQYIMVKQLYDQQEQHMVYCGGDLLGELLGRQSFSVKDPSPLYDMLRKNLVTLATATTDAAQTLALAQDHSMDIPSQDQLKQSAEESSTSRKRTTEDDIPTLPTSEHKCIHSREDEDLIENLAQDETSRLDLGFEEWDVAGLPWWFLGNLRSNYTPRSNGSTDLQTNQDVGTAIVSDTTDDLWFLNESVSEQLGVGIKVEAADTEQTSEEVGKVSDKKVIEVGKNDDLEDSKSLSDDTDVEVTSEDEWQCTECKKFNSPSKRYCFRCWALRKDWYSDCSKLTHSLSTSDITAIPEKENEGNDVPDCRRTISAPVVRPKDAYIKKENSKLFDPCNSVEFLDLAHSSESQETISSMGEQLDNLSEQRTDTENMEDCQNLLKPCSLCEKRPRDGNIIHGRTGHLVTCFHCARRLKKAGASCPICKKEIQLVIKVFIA
Target sequence (Q00987 whole entry, looked up): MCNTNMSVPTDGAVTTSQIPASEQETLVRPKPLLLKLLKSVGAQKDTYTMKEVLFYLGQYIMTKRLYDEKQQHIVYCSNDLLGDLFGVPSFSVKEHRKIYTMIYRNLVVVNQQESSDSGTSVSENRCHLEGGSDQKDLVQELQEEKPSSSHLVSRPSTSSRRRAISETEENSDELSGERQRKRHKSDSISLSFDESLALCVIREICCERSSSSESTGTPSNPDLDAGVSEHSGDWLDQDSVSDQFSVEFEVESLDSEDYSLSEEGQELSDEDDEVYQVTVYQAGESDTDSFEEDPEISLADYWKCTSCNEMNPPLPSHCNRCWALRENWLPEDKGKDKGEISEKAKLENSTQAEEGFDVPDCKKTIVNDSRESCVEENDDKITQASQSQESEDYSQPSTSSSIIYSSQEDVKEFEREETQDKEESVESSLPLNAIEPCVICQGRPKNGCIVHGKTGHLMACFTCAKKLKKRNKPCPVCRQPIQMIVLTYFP
TIM10 inh = growth inhibitors of isogenic TIM10 control yeast, primary screen, counter-screen for tim10-1 yeast inhibitor project, luminescence, uHTS; S. cerevisiae TIM10 strain growth, BacTiter-Glo luminescence, 24 h; inhibition, % at 10 µM; 1.4% of 330,000 active; AID 463195, 2010;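 active means inhibition of 40% or more at the single tested concentration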;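 further: wild-type TIM10 isogenic control strain grown at permissive 25 °C; 0% = DMSO yeast wells and 100% = minimal medium wells without yeast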
tim10-1 inh = growth inhibitors of tim10-1 mutant yeast, primary screen, luminescence, uHTS. S. cerevisiae tim10-1 ts strain growth, BacTiter-Glo, 24 h. inhibition, % at 20 µM. 2.2% of 330,000 active. AID 463190, 2010;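 active means inhibition of at least 40%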;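 further: mutant grown at 25 °C; 0% = DMSO wells with yeast and 100% = wells holding no yeast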
Jurkat NFkB inh = inhibitors of induced NF-kB luciferase reporter, primary screen, TCR NF-kB activation inhibitor project, cell-based, luminescence, uHTS; Jurkat, PMA/ionomycin-induced NF-kB luciferase reporter; 0.53% of 330,000 active; inhibition, % at 4 µM; in the data active means inhibition above about 50%
tim23-1 inh = growth inhibitors of tim23-1 mutant yeast, primary screen, luminescence, uHTS; inhibition, % at 20 µM; S. cerevisiae tim23-1 growth, BacTiter-Glo luminescence, 24 h; 1.3% of 330,000 active;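 active means growth inhibition of the mutant yeast at or above 50%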;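 further: temperature-sensitive mutant grown at 25 °C; plate controls were DMSO-treated mutant yeast for no effect and medium wells lacking yeast for full effect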
697 NFkB inh = inhibitors of PMA/ionomycin-induced NF-kB reporter, 697 cells, primary screen, B-cell NF-kB inhibitor project, cell-based, luminescence, uHTS; 697 B-cell NF-kB luciferase reporter, 16 h; inhibition, % at 4 µM; 0.33% of 330,000 active; AID 435022, 2010; in the data active means inhibition above about 35%
Starred values were filed as active, the others as inactive; . = not tested or not shown.

canonical_smiles	XBP1 UPR activ	UPR CHOP act	Mdm2 MdmX PPI	TIM10 inh	tim10-1 inh	Jurkat NFkB inh	tim23-1 inh	697 NFkB inh
CCOc1cc(NC(=S)NCCCN(C)C)c(OCC)cc1NC(=O)c1cccs1	-2	-1.1	-12	10	13	-12	0	10
N#C/C(=C(/O)COC(=O)c1cccnc1Cl)c1nc2ccccc2[nH]1	0	0.9	-19	-7	-17	0	-1	-3
CCCSc1nc(O)c(C(c2ccc(OC)c(O)c2)c2c(O)nc(SCCC)n(C)c2=O)c(=O)n1C	-2	0.0	16	4	2	-3	2	12
Cc1ccccc1/C=C/c1cc[n+](C)cc1	1	0.7	11	-11	-9	3	-8	1
COc1cc2c(cc1OC)C(c1cccc([N+](=O)[O-])c1)N(C(=O)c1ccccc1C(=O)O)CC2 (stereo not drawn)	-3	-1.5	21	0	11	-6	15	1
COc1ccc(/C(C)=N/N2CCCCC2)c(O)c1	1	4.7	-8	-2	17	-46	19	-13
CCOc1cc(NC(=O)C2CCCO2)c(OCC)cc1NC(C)=O (stereo not drawn)	3	0.1	17	16	14	11	-9	0
CC1(CC(=O)N/N=C/c2ccc(-c3ccc(Cl)cc3)o2)OCCO1	-1	4.0	-4	3	16	-15	16	-26
c1ccc(-n2ncc3c(N4CCC5(CC4)OCCO5)ncnc32)cc1	1	7.1	-79	12	19	-81	23	-107
CC(NC(=O)C1CCCN1C(=O)OCc1ccccc1)c1ccccc1 (stereo not drawn)	1	-2.0	-45	5	5	-5	25	6
O=C(N1CCN(c2ccccc2)CC1)C1(S(=O)(=O)c2ccc(Cl)cc2)CC1	-4	0.7	-5	6	-43	-21	7	4
CC(NC(=O)COc1ccccc1)C(=O)N1CCN(c2ccccc2)CC1 (stereo not drawn)	-1	-1.9	12	2	-13	-14	5	8
CCCCc1nn2c(N)c(/C=C3\C=Nc4ccccc43)c(=O)nc2s1	-2	-0.4	-3	6	-2	3	18	6
C/C(=N/NC(N)=S)c1ccccc1[N+](=O)[O-]	-1	-0.9	-7	8	-6	1	-10	-14
O=C(Nc1nc(-c2ccc(Cl)cc2Cl)cs1)C1CCCO1 (stereo not drawn)	1	7.9	14	35	28	8	50	-23
O=C(NCCc1ccccc1)c1cc(-c2ccncc2)nc2ccc(S(=O)(=O)N3CCOCC3)cc12	-1	-2.8	32	-6	-21	9	-17	8
COc1cc(C2C(C(=O)c3ccc(C)o3)=C(O)C(=O)N2CCCn2ccnc2)cc(OC)c1OC (stereo not drawn)	-3	5.0	0	-11	-6	15	-11	-33
Cc1ccc(C(=O)Cn2nnc3ccccc32)cc1[N+](=O)[O-]	4	1.7	-15	-12	-9	-33	9	-22
CCC(=O)Nc1nc2cc(OC)ccc2s1	3	5.0	-48	9	14	-93	23	-78
Cc1cc2n(c(=O)c1C#N)CCCN2c1ccccc1	-3	-1.5	20	-11	13	4	-3	-7
NC(CCCCCP(=O)(c1ccccc1)c1ccccc1)C(=O)O (stereo not drawn)	-4	-1.9	-3	-5	-6	-2	-15	-2
CCOC(=O)N1CCN(C(=O)CN(CC)S(=O)(=O)c2cc(C)ccc2OC)CC1	-1	-1.8	-19	-3	16	-5	2	-7
Cc1ccnc(NC(=O)Cc2c(F)cccc2Cl)c1	-2	-0.1	4	-5	8	8	-1	2
Cc1cccc(CN2CCc3c(OCC(=O)NCc4ccco4)cccc3C2=O)c1	-1	0.7	18	9	30	13	24	14
Cn1c(-c2ccc3c(c2)OCO3)cnc1NC(=O)CCC(=O)NCCc1ccccc1	3	2.2	-6	2	17	-5	10	2
CCN(CC)C(=O)c1[nH]cnc1C(=O)N[C@@H](C)c1ccccc1	0	-0.9	-4	5	10	-8	11	1
O=C1CC2(CCCCC2)Oc2ccc(OCC(=O)N3CCOCC3)cc21	-2	-0.4	2	3	9	-4	10	3
Cc1ccc(Sc2nc3ccc(C)cn3c(=O)c2/C=N/O)cc1	10	52*	48	24	31	0	31	4
CC(C)Cc1csc(NC(=O)c2ccc(Br)cc2)c1C(=O)O	3	1.0	7	24	-12	-1	30	12
COC(=O)c1cccc(-n2c(C)cc(C=O)c2C)c1C	-3	0.7	22	12	8	-8	18	7

For convenience, some entries already given:
canonical_smiles	XBP1 UPR activ	UPR CHOP act	Mdm2 MdmX PPI	TIM10 inh	tim10-1 inh	Jurkat NFkB inh	tim23-1 inh	697 NFkB inh
CCOc1cc(NC(=S)NCCCN(C)C)c(OCC)cc1NC(=O)c1cccs1	-2	-1.1	-12	10	13	-12	0	10
N#C/C(=C(/O)COC(=O)c1cccnc1Cl)c1nc2ccccc2[nH]1	0	0.9	-19	-7	-17	0	-1	-3

(further entries)
canonical_smiles	XBP1 UPR activ	UPR CHOP act	Mdm2 MdmX PPI	TIM10 inh	tim10-1 inh	Jurkat NFkB inh	tim23-1 inh	697 NFkB inh
CCOC(=O)Cc1csc(NC(=O)CSc2nnc(-c3ccncc3)o2)n1	-2	-0.2	-29	0	2	6	14	-7
Cc1cc(NC(=O)CCN2C(=O)C3C4CCC(C4)C3C2=O)cc(C)c1Br (stereo not drawn)	-4	0.3	25	-9	19	2	7	-5
COc1cc2c(cc1OC)CN(C(C)C(=O)N1CCc3ccccc31)CC2 (stereo not drawn)	0	-1.0	52*	11	16	38	8	14
CCOC(=O)c1c(-c2ccccc2)csc1NC(=O)c1nn(CC)cc1Br	3	0.8	29	27	34	4	22	-2
Cn1c(Cn2c(=O)sc3ccccc32)nnc1SCC(=O)N1CCN(c2ccccc2)CC1	-1	-2.3	5	15	4	-24	11	-31
CCN(CC)CCn1c2ccccc2c2n[nH]c(=S)nc21	-7	1.8	1	0	4	-12	12	-32
Cc1ccc(S(=O)(=O)N(C)CC(=O)O/N=C(\N)c2ccccn2)cc1	-2	-2.6	4	0	16	6	15	4
NC(=O)c1ccc(N2CCN(c3ncc(C(F)(F)F)cc3Cl)CC2)cc1	0	0.1	-17	-2	-9	3	-8	27
COc1ccc(C2/C=C\CN3CCC[C@H]3C(=O)N2Cc2ccc(F)cc2)cc1 (stereo partly drawn)	0	1.6	-2	-5	9	.	34	10
Cc1csc(=O)n1CC(=O)OCC(=O)Nc1ccc(F)c(F)c1	-5	1.9	8	-4	9	8	18	19
O=C1CC(N2CCN(C3CC(=O)N(CCc4ccccc4)C3=O)CC2)C(=O)N1CCc1ccccc1 (stereo not drawn)	-3	-2.1	14	2	2	-11	10	10
CCOc1ccc(NC(=O)CN(C)c2ccc(S(=O)(=O)N(C(C)C)C(C)C)cn2)cc1OCC	-4	-1.2	5	17	14	-8	17	-15
Cc1cc(C)c2c(C)[nH]nc2n1	1	-0.4	11	-12	-7	5	2	12
Cc1cc(-c2ccccc2)[nH]c(=O)c1S(=O)(=O)c1ccccc1	0	-0.6	5	-14	7	-11	6	6
Cc1cccc(Cc2c(C)nc3c(C(=O)NCc4ccco4)cnn3c2C)c1	-3	2.9	20	48*	41*	21	44	13
CCOc1ncccc1C(=O)OCC(=O)c1cccc(Br)c1	-3	0.3	-3	12	12	14	11	9
COc1ccc(C(CC(=O)O)NC(=O)c2ccccc2[N+](=O)[O-])cc1 (stereo not drawn)	-1	-0.5	5	8	2	-8	4	20
O=C(Nc1scc(-c2ccc(Br)cc2)c1C(=O)O)c1ccccc1F	5	56*	-5	74*	74*	6	88*	-64
CN(c1ccccc1C(=O)NCc1ccccn1)S(C)(=O)=O	0	2.6	-5	-3	13	1	1	10
Cc1ccc(S(=O)(=O)N2CCN(C(=O)CSc3nc4ccccc4o3)C2)cc1	-2	0.7	22	13	30	2	47	-17
Cc1csc(CNC(=O)c2cc(COc3c(C)cccc3C)on2)n1	-2	-1.0	5	1	37	-8	12	1
CCOc1ccccc1C(=O)NCC(=O)O	-3	0.9	18	-8	2	10	6	6
O=C(Nc1c2c(nn1-c1ccccc1)CSC2)c1ccc(N2C(=O)CCC2=O)cc1	-4	-1.2	17	-8	-6	2	18	19
CCOC(=O)c1cc(-c2ccc(OC(F)F)cc2)nc2c1c(=O)[nH]c(=O)n2C	0	1.4	7	11	19	-11	13	-39
Cc1cccc(Cc2nnc(NC(=O)c3cccc(S(=O)(=O)N4CCOCC4)c3)s2)c1	-5	-1.7	28	14	-9	13	-17	0
CC1(C)CC(NC(=O)C23CCC(C)(C(=O)C2=O)C3(C)C)CC(C)(C)N1 (stereo not drawn)	0	-2.5	-20	11	3	5	16	20
CC(C)C(C)NC(=O)COC(=O)c1cc(S(=O)(=O)N(C)C)ccc1N1CCCC1 (stereo not drawn)	1	-1.8	9	0	9	6	-10	6
CC(C)C(=O)Nc1cccc(NC(=O)c2cccnc2)c1	1	-2.0	0	7	17	-14	22	2
CC(C)(C)N=Cc1c(O)ccc2oc3c(c12)CCCC3	-1	1.8	16	34	41*	-9	63*	4
Fc1ccc(CN2CCN(C(=S)NCCc3ccccc3)CC2)c(Cl)c1	3	0.4	28	20	8	-4	37	-6
COc1ccc([C@H]2CC(=O)C=C(c3ccc(Cl)c(C(F)(F)F)c3)C2)cc1OC	0	-1.2	28	5	29	5	16	-12
CN1OC(COC(=O)c2ccc(Cl)cc2Cl)CC1c1ccccc1 (stereo not drawn)	1	11	-8	-13	28	-6	18	4
Cc1ccc(C(=O)N2CC=C(c3ccccc3)CC2)o1	5	4.6	3	13	14	13	21	16
COC(CNC(=O)C1CCN(S(=O)(=O)c2cccc3nsnc23)CC1)OC	-4	0.6	2	19	18	6	6	0
CN(CC1CCCN(CCc2ccc(Cl)cc2)C1)C(=O)CC(F)(F)F (stereo not drawn)	-4	1.0	-4	0	11	14	10	-5
CC(/C=C/C1(O)C(C)CC(O)CC1(C)C)OC1OC(CO)C(O)C(O)C1O (stereo not drawn)	-2	-1.5	3	-1	0	-11	-2	-19
COc1ccc(N2CCN(S(=O)(=O)CCNC(=O)COc3cccc(OC)c3)CC2)cc1	-7	-2.2	0	3	5	-1	27	-18
COC(=O)NCc1ccc(Cl)c(Cl)c1	-5	-0.4	14	2	3	17	0	12
Cc1ccc(-c2noc(CSc3nnc(CCc4ccccc4)n3-c3ccccc3)n2)cc1	-2	0.8	-3	34	24	8	32	-4
CC(/C=C/c1ccc2c(c1)OCO2)=N\NC(=O)c1ccccc1	7	3.9	-14	3	-8	-4	-3	-11
CCC[C@@H](OS(N)(=O)=O)[C@@H](Cc1ccccc1)C(=O)OCC	-2	-2.2	4	-10	7	3	-7	3
O=C(Nc1nccs1)c1ccc(COc2ccccc2)o1	-3	2.4	-11	5	16	-86	1	-93
CCC(c1nnc(SCC(=O)Nc2cccnc2Cl)n1-c1ccccc1)N(C)C (stereo not drawn)	-1	0.7	18	1	18	-1	6	-14
Cc1nn(C)c(C)c1S(=O)(=O)NC1CCCc2ccccc21 (stereo not drawn)	-2	-2.1	-24	-2	20	-7	9	20
CC1CC(NC(=O)CCn2c(=O)oc3ccccc32)CC(C)(C)C1 (stereo not drawn)	-2	1.6	-16	13	26	11	31	-9

Assay outcomes as filed in PubChem.
